# SRC3 inh: human NCOA3 inhibition. HEK293 GAL4-SRC3 luciferase reporter, luminescence. inhibition, % at 3.6 µM. 0.17% of 360,000 active. AID 588352;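 active = inhibition above a per-campaign cutoff, the mean of all compounds plus 3 SD, cut at about 60% in these data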;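 note: 0% = DMSO-treated cells and 100% = gossypol-treated cells at 36 µM; higher means less SRC3-driven luciferase light from the GAL4 reporter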
# MC4R antag cAMP: human MC4R antagonism in cAMP assay; MC4R-expressing cells, MTII-stimulated cAMP, LANCE TR-FRET; inhibition, % at 6.5 µM; 0.48% of 360,000 active; AID 540295;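 active = inhibition above its plate's cutoff, the mean of tested wells on that plate plus 3 SD, cut at about 29% in these data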;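 note: 0% = Melanotan II alone and 100% = Melanotan II plus saturating MCL0020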
# Target sequence (P32245 whole entry, looked up): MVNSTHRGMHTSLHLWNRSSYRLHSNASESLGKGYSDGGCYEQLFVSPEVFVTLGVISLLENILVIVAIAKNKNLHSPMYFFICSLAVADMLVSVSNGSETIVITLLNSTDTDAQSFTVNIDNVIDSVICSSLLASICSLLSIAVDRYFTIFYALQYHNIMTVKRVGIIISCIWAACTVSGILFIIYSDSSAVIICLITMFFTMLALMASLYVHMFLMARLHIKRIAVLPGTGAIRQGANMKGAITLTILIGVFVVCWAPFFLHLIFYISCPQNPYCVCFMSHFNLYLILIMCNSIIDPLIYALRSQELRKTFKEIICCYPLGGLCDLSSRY
#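 System: U2OS-MC4R stable cell line; Technique: Eu-cAMP/anti-cAMP TR-FRET, emission 671 nm; Repeats: single well per compound; Also added: Melanotan II; Dosing: one concentration, 6.5 µM nominal; Schedule: 30-min compound, 1-h challenge, 1-h detection, room temperature.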
# TLR9-MyD88 block: TLR9-MyD88 interaction inhibition; inhibition, % at 4.98 µM; 0.21% of 340,000 active; CHO BLA complementation TLR9-MyD88, CCF4 FRET ratio; AID 504734; Q9NR96+Q99836;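 active = inhibition above the mean over all tested compounds plus 3 SD, cut at about 21% in these data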;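 note: 0% = DMSO only wells and 100% = clavulanate BLA inhibitor control wells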
# ABHD5 PLIN5 PPI: ABHD5-PLIN5 protein interaction inhibition. Q00G26+Q8WTS1. Split G. princeps luciferase complementation, luminescence, 4 h. inhibition, % at 4 µM. 0.78% of 360,000 active. AID 602281;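 active = inhibition above the mean inhibition across every tested compound plus 3 SD, cut at about 22% in these data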;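 note: 0% = DMSO only wells and the 100% control is not disclosed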
# NOD2-RIPK2 inh: NOD2-RIPK2 protein interaction inhibition | inhibition, % at 4.98 µM | O43353 | 0.38% of 360,000 active | CHO BLA complementation NOD2-RIPK2, CCF4 ratio; in the data active = inhibition above about 21%;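 note: 0% = vehicle only and 100% = reference blocker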
# LRH-1 inv ag: NR5A2 inverse agonism in reporter assay; inhibition, % at 3.6 µM; HEK293T StAR-luciferase reporter, LRH-1 transfected, 24 h; O00482; 0.13% of 360,000 active; AID 602396;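 active = inhibition above the mean inhibition of all tested compounds plus 3 SD, cut at about 73% in these data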;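 note: 0% = DMSO wells and 100% = reporter-only cells lacking LRH-1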
# MC4R barr agon: activates human MC4R beta-arrestin recruitment. U2OS MC4R beta-arrestin complementation, luminescence; percent of melanotan II response, DMSO zero. activation, % at 8.9 µM. 0.98% of 360,000 active;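 active = activation above a per-plate cutoff, the mean activation of sample wells on that plate plus 3 SD, cut at about 8% in these data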
# NCOA2 inhibitor: inhibits human steroid receptor coactivator 2. Q15596. HEK293 GAL4-SRC2 luciferase reporter, luminescence. inhibition, % at 9 µM. 0.17% of 370,000 active;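 active = inhibition above the mean inhibition of all tested compounds plus 3 SD, set per campaign, cut at about 52% in these data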;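 note: 0% = DMSO treated cells and 100% = cells given Gossypol at 36 µM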
# COUP-TFII inh: blocks human COUP-TFII nuclear receptor. P24468. HEK293T NGFI-A luciferase reporter, luminescence. inhibition, % at 8.6 µM. 0.7% of 370,000 active;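 active = inhibition above a per-plate cutoff, mean inhibition of test wells between control levels plus 3 SD, cut at about 38% in these data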;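 note: cells cotransfected with COUP-TFII expression vector driving the NGFI-A reporter; 0% = median of COUP-TF2 test wells and 100% = reporter-only cells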
# Target sequence (P24468 whole entry, looked up): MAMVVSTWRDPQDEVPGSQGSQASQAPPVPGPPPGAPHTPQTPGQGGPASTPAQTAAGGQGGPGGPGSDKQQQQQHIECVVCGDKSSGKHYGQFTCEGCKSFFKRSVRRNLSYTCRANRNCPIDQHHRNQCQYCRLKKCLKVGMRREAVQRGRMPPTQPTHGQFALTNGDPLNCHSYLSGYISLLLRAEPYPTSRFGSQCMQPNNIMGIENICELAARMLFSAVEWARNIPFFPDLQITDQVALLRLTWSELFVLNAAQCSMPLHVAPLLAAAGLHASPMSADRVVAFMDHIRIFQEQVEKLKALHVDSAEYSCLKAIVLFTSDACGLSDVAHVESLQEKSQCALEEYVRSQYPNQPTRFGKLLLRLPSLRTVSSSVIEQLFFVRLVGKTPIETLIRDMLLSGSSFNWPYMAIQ
# LMP1 NFkB inh: reduces LMP1-driven NF-kappaB luciferase signal. AID 504558. inhibition, % at 12.5 µM. LMP1-induced NF-kappaB luciferase reporter cells, luminescence. 0.69% of 350,000 active; in the data active = inhibition above about 41%;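 note: 0% = neutral control wells and 100% = reference inhibitor control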
# SRC1 inh: inhibits human SRC1 coactivator. HEK293 GAL4-SRC1 luciferase reporter, luminescence. Q15788. inhibition, % at 3.6 µM. AID 588354. 0.12% of 360,000 active;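 active = inhibition above the campaign mean plus 3 SD, with each screening campaign given its own cutoff, cut at about 60% in these data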;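 note: 0% = DMSO treated cells and 100% = gossypol at 36 µM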
# An asterisk follows results filed as active; x = no result given. A portion of the library; rates above refer to the full screens.
SMILES,SRC3 inh,MC4R antag cAMP,TLR9-MyD88 block,ABHD5 PLIN5 PPI,NOD2-RIPK2 inh,LRH-1 inv ag,MC4R barr agon,NCOA2 inhibitor,COUP-TFII inh,LMP1 NFkB inh,SRC1 inh
Cc1ccc(Nc2nc(N)nc(CN3CCN(Cc4ccccc4)CC3)n2)cc1Cl,26,5,3,0,-5,23,-0.2,4,-22,-68,23
CSc1nnc(NC(=O)c2ccco2)s1,-47,3,-1,-6,3,-66,-0.7,-5,-3,-4,-43
COc1cc(NC(=O)CCl)ccc(=O)c1,-15,0,5,8,-9,65,-0.2,-2,-19,-12,-15
CN(CC(=O)N1CCCCC1)S(=O)(=O)c1cccc2nsnc12,-4,-3,0,8,1,-10,2.8,-41,15,8,2
CC(C)N1CCN(C(=O)C2CCC(=O)N(CCc3cccc(F)c3)C2)CC1 (stereo unspecified),-2,6,9,1,-12,10,-2.2,22,0,3,-9
COc1ccc(S(=O)(=O)N2CCCC(C(=O)NCc3ccco3)C2)cc1OC (stereo unspecified),0,6,-3,6,-3,2,-0.5,11,-4,-2,5
CCOC(=O)C1CCN(C(=O)Cn2cc(C(=O)C3CC3)c3ccccc32)CC1,0,7,7,1,1,16,-1.0,15,-36,-3,-8
Cc1ccc(-n2ncc(-c3nn[nH]n3)c2N)cc1,-7,1,2,-4,3,-4,1.8,-18,3,0,-7
CCCN(C(=O)c1c(-c2ccccc2)noc1C)c1c(N)n(Cc2ccccc2)c(=O)[nH]c1=O,21,0,-5,4,-3,0,0.7,15,0,0,-7
O=C(NC(=O)N1CCN(c2cccc(Cl)c2)CC1)c1ccccc1,51,3,-4,-7,-7,40,-0.2,-21,1,-10,41
O=C(NCCc1ccc(Cl)cc1)c1ccc(CS(=O)Cc2ccc(Cl)cc2)o1 (stereo unspecified),3,15,5,-1,-11,-27,-0.7,-13,-14,1,13
COc1ccc(N2CCN(C(=O)CNS(=O)(=O)c3ccc(Br)s3)CC2)cc1,-8,3,7,3,-3,11,0.6,3,2,2,1
COc1ccc(S(=O)(=O)Cc2ccc(C(=O)N3CCN(c4cc(Cl)ccc4C)CC3)o2)cc1,5,0,0,7,-9,-60,1.7,-34,-12,3,2
Cc1ccccc1C(=O)NC(=S)NC1CCSC1=O (stereo unspecified),8,2,1,1,-6,3,-1.3,-15,4,-7,3
COCCCN1C(=O)c2ccc(C(=O)Nc3cccc(OC)c3)cc2C1=O,-20,6,20,-5,-2,-7,-1.1,-24,-13,-6,-13
COc1ccc(C(OCC(O)CN(C)C2CCCCC2)c2ccc(OC)cc2)cc1 (stereo unspecified),0,14,0,2,-2,-16,0.5,-6,-10,-5,-17
Nc1nonc1-n1nnc(C(=O)N/N=C/c2ccc(Cl)cc2Cl)c1CN1CCCCC1,-11,2,8,-7,2,-17,1.3,6,2,-9,-9
CCCCC(=O)NCc1ccc(F)cc1,3,2,5,5,-3,14,0.8,-19,3,-2,-15
COc1ccc2oc(-c3ccccc3)c(C(=O)N(C)C)c2c1,-3,10,-8,0,-1,1,1.3,2,-2,0,-22
COc1ccccc1Nc1nc(N)nc(CSc2ncccn2)n1,-13,1,2,0,3,-36,-1.1,-39,-22,-5,-29
O=C(Cn1nc(-c2ccccc2)c2ccccc2c1=O)Nc1ccccn1,19,1,-3,-4,-6,-1,-0.1,-18,-3,-12,-29
O=C(O)CS(=O)CC(=O)NCc1cccc(C(F)(F)F)c1 (stereo unspecified),-2,11,7,-2,0,-5,-4.0,13,-2,-1,-20
CCOC(=O)Cn1c(-c2ccccc2)nc2ccccc2c1=O,16,5,2,-3,-11,-40,0.3,-4,0,5,-3
O=C(Nc1ccccc1-c1nc2ccccc2s1)C1=COCCO1,13,18,4,0,-1,6,2.2,20,0,10,0
CCOC(=O)c1cnc(SC)nc1Nc1cccc2ccccc12,3,12,-2,-4,-3,6,-0.3,4,3,40,1
Cc1c(C(=O)c2ccc(F)cc2F)c2ccccn2c1CCc1ccccn1,6,-7,-1,0,11,10,0.5,-5,1,17,5
COc1ccc(-c2cc(C(F)(F)F)n3nc(N)nc3n2)cc1,-10,2,-7,4,-7,-26,-1.4,x,x,8,5
CC(Sc1nnc(Cc2cccs2)n1C)C(=O)Nc1ccc(C(N)=O)cc1 (stereo unspecified),10,17,0,-6,6,-2,-2.3,-32,-14,-1,4
Cc1c(NC(=O)/C=C/c2cn(-c3ccccc3)nc2-c2ccccc2)c(=O)n(-c2ccccc2)n1C,7,5,2,-5,0,2,-0.1,-14,-9,2,-18
O=C(COC(=O)C1=NNC(=O)CC1)NCCc1ccccc1,16,-4,-4,1,7,-3,-4.0,8,-12,-1,5
COc1ccc(CNC(=O)CCCN2C(=O)NC3(CCCC3)C2=O)cc1,-3,11,-5,-1,-2,-4,1.8,11,2,-1,-5
O=[N+]([O-])c1cc(CSC2=NCCN2)ccc1O,-25,9,0,-8,-5,1,-1.4,-13,19,-3,0
O=C(NC1CCCCC1)C(c1ccc(F)cc1)N(Cc1ccco1)C(=O)CN1C(=O)c2ccccc2S1(=O)=O (stereo unspecified),9,8,-8,-2,-4,-9,-1.1,15,6,-9,2
C=CCN1C(=O)C(C(C)CC)NC1=S (stereo unspecified),15,-3,0,-2,6,-12,-1.0,-11,10,2,-23
CCCCN(Cc1ccco1)S(=O)(=O)c1ccc(-c2ccc(=O)[nH]n2)s1,10,-10,-12,11,-8,6,4.8,-12,-3,5,-4
C=C(C)Cn1c(=O)c(NC(=O)c2ccccc2)c2n(c1=S)CCC2,-6,1,-4,-10,1,1,-0.9,4,-5,3,4

# Reformatted: results already given.
SRC3 inh	MC4R antag cAMP	TLR9-MyD88 block	ABHD5 PLIN5 PPI	NOD2-RIPK2 inh	LRH-1 inv ag	MC4R barr agon	NCOA2 inhibitor	COUP-TFII inh	LMP1 NFkB inh	SRC1 inh	SMILES
6	-7	-1	0	11	10	0.5	-5	1	17	5	Cc1c(C(=O)c2ccc(F)cc2F)c2ccccn2c1CCc1ccccn1
16	-4	-4	1	7	-3	-4.0	8	-12	-1	5	O=C(COC(=O)C1=NNC(=O)CC1)NCCc1ccccc1

# Part of the list above, reformatted.
mol | SRC3 inh | MC4R antag cAMP | TLR9-MyD88 block | ABHD5 PLIN5 PPI | NOD2-RIPK2 inh | LRH-1 inv ag | MC4R barr agon | NCOA2 inhibitor | COUP-TFII inh | LMP1 NFkB inh | SRC1 inh
O=C(Nc1ccccc1-c1nc2ccccc2s1)C1=COCCO1 | 13 | 18 | 4 | 0 | -1 | 6 | 2.2 | 20 | 0 | 10 | 0
CCOC(=O)c1cnc(SC)nc1Nc1cccc2ccccc12 | 3 | 12 | -2 | -4 | -3 | 6 | -0.3 | 4 | 3 | 40 | 1
Cc1c(C(=O)c2ccc(F)cc2F)c2ccccn2c1CCc1ccccn1 | 6 | -7 | -1 | 0 | 11 | 10 | 0.5 | -5 | 1 | 17 | 5
COc1ccc(-c2cc(C(F)(F)F)n3nc(N)nc3n2)cc1 | -10 | 2 | -7 | 4 | -7 | -26 | -1.4 | x | x | 8 | 5
CC(Sc1nnc(Cc2cccs2)n1C)C(=O)Nc1ccc(C(N)=O)cc1 (stereo unspecified) | 10 | 17 | 0 | -6 | 6 | -2 | -2.3 | -32 | -14 | -1 | 4
Cc1c(NC(=O)/C=C/c2cn(-c3ccccc3)nc2-c2ccccc2)c(=O)n(-c2ccccc2)n1C | 7 | 5 | 2 | -5 | 0 | 2 | -0.1 | -14 | -9 | 2 | -18
O=C(COC(=O)C1=NNC(=O)CC1)NCCc1ccccc1 | 16 | -4 | -4 | 1 | 7 | -3 | -4.0 | 8 | -12 | -1 | 5
COc1ccc(CNC(=O)CCCN2C(=O)NC3(CCCC3)C2=O)cc1 | -3 | 11 | -5 | -1 | -2 | -4 | 1.8 | 11 | 2 | -1 | -5
O=[N+]([O-])c1cc(CSC2=NCCN2)ccc1O | -25 | 9 | 0 | -8 | -5 | 1 | -1.4 | -13 | 19 | -3 | 0
O=C(NC1CCCCC1)C(c1ccc(F)cc1)N(Cc1ccco1)C(=O)CN1C(=O)c2ccccc2S1(=O)=O (stereo unspecified) | 9 | 8 | -8 | -2 | -4 | -9 | -1.1 | 15 | 6 | -9 | 2

# Further structures follow.
SMILES,SRC3 inh,MC4R antag cAMP,TLR9-MyD88 block,ABHD5 PLIN5 PPI,NOD2-RIPK2 inh,LRH-1 inv ag,MC4R barr agon,NCOA2 inhibitor,COUP-TFII inh,LMP1 NFkB inh,SRC1 inh
Cc1cccnc1NC(=O)C12CCC(C)(C(=O)O1)C2(C)C (stereo unspecified),-2,19,2,-1,5,-6,0.6,3,13,-11,-7
O=C(c1ccc(Cl)cc1)c1ccccc1C(=O)N1CCOCC1,20,6,-9,-5,-10,-22,-2.4,-1,1,-6,4
CC(C)N(CCNC(=O)c1ccc(OCC2CCCO2)cc1)C(C)C (stereo unspecified),-3,11,-7,0,0,6,2.4,11,19,5,22
CC(NC(=O)c1ccco1)c1nc(-c2ccccc2Cl)no1 (stereo unspecified),5,3,-6,1,3,16,0.2,-9,-12,-1,4
COc1cc(/C=N/Nc2ccccn2)ccc1OCC(C)C,-64,1,12,-4,-3,-98,2.0,-28,-22,-28,-49
CCN(CC(=O)Nc1sc2c(c1C#N)CCCC2)Cc1nc2ccccc2c(=O)[nH]1,1,5,-8,-2,1,-18,-0.8,-12,11,3,-13
Cc1ccccc1-n1c(=O)cc(N2CC(C)OC(C)C2)[nH]c1=O (stereo unspecified),-10,-2,-4,23*,3,6,0.7,14,0,-5,-10
CC[C@H](C)[C@@H](C(=O)N1CCNCC1)n1cc([C@@H](N)CO)nn1,-16,2,0,-8,-12,-7,-0.2,-33,7,-5,-7
Cc1ccc(N2CC(C(=O)Nc3cc(C)on3)CC2=O)c(C)c1 (stereo unspecified),7,6,-3,-6,-1,-9,-0.5,4,9,-4,-3
O=C(NNC(=O)c1nn(-c2ccc(F)cc2)ccc1=O)c1ccc(Cl)cc1,-3,3,x,-5,-16,-6,-0.7,-6,-1,-6,-3
COc1ccc(CNc2ccc3c(c2)nc(C)n3C)cc1,-21,-9,-10,-8,20,-48,2.2,-7,-60,-14,-32
CCc1ccc(N(C(=O)c2csnn2)C(C(=O)NC2CCCCC2)c2ccncc2)cc1 (stereo unspecified),1,0,4,-19,-4,-4,-1.5,1,-6,-1,-12
CC1Cc2ccccc2N1C(=O)Cn1nnc(-c2ccccc2NC(=O)C2CCC2)n1 (stereo unspecified),16,-1,3,-4,-25,15,-0.8,-25,-5,8,0
Oc1ccc(-c2cnc3c(Nc4cccc(OC(F)(F)C(F)F)c4)nccn23)cc1,-17,5,x,-7,3,-49,-0.2,-15,9,x,-7
O=C(Cn1ccc([N+](=O)[O-])n1)N1CCCCCC1,29,3,1,-1,-7,6,0.8,18,11,-12,-4
Cc1cc(NS(=O)(=O)c2ccc(NC(=O)/C=C/c3ccccc3)cc2)nc(C)n1,-11,6,6,6,-4,-35,-1.2,9,-7,9,-18
COC(=O)c1ccc(=O)n(CC(=O)c2ccc(Cl)cc2)c1,-24,2,1,1,-8,-9,-2.1,-17,2,-18,-9

# Screens as filed in PubChem.
